Source: PubChem
TLR9-MyD88 inh: blocks human TLR9 binding to MyD88. 340,000 tested, 0.21% active. CHO BLA complementation TLR9-MyD88, CCF4 FRET ratio. inhibition, % at 4.98 µM. AID 504734. Q9NR96+Q99836;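 active = inhibition above the mean over all tested compounds plus 3 SD, cut at about 21% in these data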;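 also: 0% = DMSO only wells and 100% = clavulanate BLA inhibitor control wells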
MC4R antagonist: antagonists of human melanocortin 4 receptor (MC4R). P32245. MC4R-expressing cells, MTII-stimulated cAMP, LANCE TR-FRET. inhibition, % at 6.5 µM. 360,000 tested, 0.48% active. AID 540295;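 active = inhibition above its plate's cutoff, the mean of tested wells on that plate plus 3 SD, cut at about 29% in these data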;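 also: 0% = Melanotan II alone and 100% = Melanotan II plus saturating MCL0020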
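Material – human MC4R-expressing U2OS cells · Repeats – no replicates · Detection – TR-FRET with Eu-cAMP and labeled anti-cAMP, 671 nm · Times – compound 30 min, challenge 1 h, detection 1 h · Compound – single nominal compound dose of 6.5 µM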
ABCB6 inh 2: blocks the human ABCB6 transporter | fluorescence ratio to DMSO, % at 10 µM | 360,000 tested, 0.19% active | K562-ABCB6 porphyrin accumulation, flow cytometry, 1 h; active compounds read low;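 active = fluorescence ratio to DMSO below 75%, the collection mean minus 3 SD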;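 also: signal is porphyrin accumulated inside mitochondria; 100% equals median channel fluorescence of DMSO control wells; lower ratio means ABCB6 inhibition with less porphyrin fluorescence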
Target sequence (Q9NP58 whole entry, looked up): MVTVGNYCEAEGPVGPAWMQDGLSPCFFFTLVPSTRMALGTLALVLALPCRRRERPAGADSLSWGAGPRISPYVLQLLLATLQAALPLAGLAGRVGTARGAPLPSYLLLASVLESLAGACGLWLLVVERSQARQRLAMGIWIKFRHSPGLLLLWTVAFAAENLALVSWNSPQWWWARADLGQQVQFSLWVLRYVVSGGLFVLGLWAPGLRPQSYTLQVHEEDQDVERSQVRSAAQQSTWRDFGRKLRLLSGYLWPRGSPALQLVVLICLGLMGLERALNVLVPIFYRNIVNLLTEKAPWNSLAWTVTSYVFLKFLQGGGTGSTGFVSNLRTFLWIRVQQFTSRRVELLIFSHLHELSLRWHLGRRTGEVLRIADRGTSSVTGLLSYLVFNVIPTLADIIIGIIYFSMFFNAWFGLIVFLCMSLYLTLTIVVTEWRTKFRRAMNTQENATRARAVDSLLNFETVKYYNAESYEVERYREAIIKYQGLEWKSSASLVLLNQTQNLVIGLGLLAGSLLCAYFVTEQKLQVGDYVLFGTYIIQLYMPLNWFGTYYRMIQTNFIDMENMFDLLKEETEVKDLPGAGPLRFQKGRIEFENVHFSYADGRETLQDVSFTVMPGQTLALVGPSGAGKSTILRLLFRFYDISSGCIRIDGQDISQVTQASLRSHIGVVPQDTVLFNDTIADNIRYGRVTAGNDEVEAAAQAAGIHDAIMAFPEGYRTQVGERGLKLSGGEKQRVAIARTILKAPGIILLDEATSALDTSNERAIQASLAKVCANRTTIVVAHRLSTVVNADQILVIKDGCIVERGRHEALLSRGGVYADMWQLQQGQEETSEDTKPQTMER
NOD2 RIPK2 PPI: inhibitors of human NOD2-RIPK2 interaction. O43353. CHO BLA complementation NOD2-RIPK2, CCF4 ratio. inhibition, % at 4.98 µM. 360,000 tested, 0.38% active; in the data active = inhibition above about 21%;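 also: 0% = vehicle only and 100% = reference blocker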
MC4R ag barr: agonists of human melanocortin 4 receptor (MC4R) beta-arrestin | U2OS MC4R beta-arrestin complementation, luminescence; percent of melanotan II response, DMSO zero | activation, % at 8.9 µM | 360,000 tested, 0.98% active | AID 540308;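 active = activation above a per-plate cutoff, the mean activation of sample wells on that plate plus 3 SD, cut at about 8% in these data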
ABHD5-PLIN5 inh: blocks binding of human ABHD5 to perilipin-5; Q00G26+Q8WTS1; Split G. princeps luciferase complementation, luminescence, 4 h; 360,000 tested, 0.78% active; inhibition, % at 4 µM; AID 602281;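 active = inhibition above the mean inhibition across every tested compound plus 3 SD, cut at about 22% in these data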;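 also: 0% = DMSO only wells and the 100% control is not disclosed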
Vif inh: blocks HIV Vif function; inhibition, % at 7.49 µM; AID 602346; 340,000 tested, 0.35% active; HEK293T cells, Vif self-association by quenched fluorescence, imaging, 24 h; in the data active = inhibition above about 50%, passing the limit was not always enough; also: some results filed as inactive read as strong as hits
Granule exo inh: lytic granule exocytosis inhibition; TALL-104 LAMP-1 surface exposure, flow cytometry; cells stimulated with thapsigargin and PMA; inhibition, % at 10 µM; 360,000 tested, 0.66% active; AID 651702;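 active = inhibition above about 55%, limit read from the data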
aDG glyco act: increases alpha dystroglycan glycosylation; Pro5-aDG cells, alpha-DG glycosylation AlphaScreen (IIH6); 0% Pro5, 100% B10-LARGE cell signal; activation, % at 10 µM; 360,000 tested, 0.22% active;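 active = activation of at least 8% versus controls, or a plate z-score of at least 8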;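 also: Pro5 are CHO cells carrying HIG-tagged alpha-DG that lacks glycosylation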
Glyco luc inh: N-linked glycosylation inhibition | D54 ERlucT glycosylation luciferase reporter, 24 h; percent of 100 nM tunicamycin response | reporter increase, % at 12.5 µM | 360,000 tested, 0.23% active;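 active = mean luciferase reporter signal, scaled so untreated is 0 and the glycosylation-blocking control 100, at or above a set limit in every replicate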;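 also: luciferase carries N-glycosylation sites so blocking glycosylation raises the light; 0% = median of neutral control wells and 100% = median of 100 nM tunicamycin wells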
The depositor's hits bear a star; x = not tested or not shown. A portion of the library, so the mix of outcomes need not match the whole.

| No. | molecule | aDG glyco act | NOD2 RIPK2 PPI | TLR9-MyD88 inh | MC4R ag barr | Glyco luc inh |
| --- | --- | --- | --- | --- | --- | --- |
| 1 | COc1cc(/C=N/Nc2cc(C)nc(N)n2)ccc1O | 0.0 | 4 | 1 | -1.0 | -4 |
| 2 | Cc1nc2c(OCc3ccc(C#N)cc3)cccn2c1N(C)Cc1cccs1 | 0.5 | -1 | x | -2.2 | -1 |
| 3 | O=C(c1cc2nc(-c3ccccc3)cc(-c3ccccc3)n2n1)N1CCN(C(=O)c2ccco2)CC1 | -0.3 | 11 | -6 | -2.0 | -5 |
| 4 | Cc1nn(C)c(C)c1/C=N/NC(=O)CCn1cc([N+](=O)[O-])cn1 | 1.1 | -3 | -8 | -1.1 | -1 |
| 5 | O=C(O)CC/C(=N\NC(=O)c1ccccc1Br)c1ccccc1 | -0.4 | -1 | 4 | 3.0 | 1 |
| 6 | COCC(=O)N[C@H]1C=C[C@@H](CC(=O)OC)O[C@@H]1CO | 0.2 | 3 | x | x | x |
| 7 | O=C(Nc1ccccc1O)c1ccc(Cl)cc1 | -0.2 | -1 | -3 | -2.2 | 6 |
| 8 | COc1ccc(-n2c(=O)c3ccccc3n(CC(=O)Nc3cccc(OC)c3)c2=O)cc1 | 0.1 | -2 | 1 | 0.9 | 0 |
| 9 | CCC(=O)O/N=C(\N)c1ccc(Oc2cc(C)c(Cl)c(C)c2)c([N+](=O)[O-])c1 | 0.0 | -12 | 0 | -1.7 | -4 |
| 10 | CCC(=O)N(Cc1cc2cc(OC)ccc2[nH]c1=O)c1ccc(C)cc1 | 0.7 | -19 | 2 | 1.4 | 1 |
| 11 | CC1CCCCN1CCCNC(=O)c1ccc2c(c1)NC(=O)CN2C (stereo not given) | -0.7 | 6 | -91 | -0.2 | 0 |
| 12 | CCn1cc(S(=O)(=O)Nc2cc(C)ccc2F)cn1 | -0.3 | 3 | -6 | -1.3 | 5 |
| 13 | COCCn1c(C)cc(C(=O)CSc2nc3ccccc3c(=O)[nH]2)c1C | 2.2 | 0 | 2 | -1.1 | -6 |
| 14 | CCN(CC)CCN1C(=O)C2C(C(=O)Nc3cccc(C)c3)C3C=CC2(O3)C1C(=O)NC1CCCC(C)C1C (stereo not given) | -0.1 | 4 | -3 | 0.5 | -3 |
| 15 | CCOC(=O)c1cc(C)sc1NC(=S)Nc1ccccc1 | -0.1 | 2 | 1 | 4.0 | 0 |

| No. | Granule exo inh | Vif inh | ABCB6 inh 2 | ABHD5-PLIN5 inh | MC4R antagonist |
| --- | --- | --- | --- | --- | --- |
| 1 | -10 | -3 | 99 | 1 | -7 |
| 2 | -24 | -13 | 95 | 9 | -3 |
| 3 | 3 | -19 | 94 | 7 | 5 |
| 4 | -4 | -1 | 101 | 0 | 2 |
| 5 | -1 | -1 | 96 | 0 | 19 |
| 6 | -6 | x | x | -1 | x |
| 7 | -3 | x | 90 | 2 | -4 |
| 8 | 1 | -1 | 94 | 1 | 1 |
| 9 | -2 | 0 | 94 | -2 | 0 |
| 10 | 0 | 5 | 98 | 2 | -3 |
| 11 | 6 | x | 98 | 10 | -6 |
| 12 | -1 | 4 | 95 | 3 | 6 |
| 13 | -3 | -10 | 98 | -1 | 1 |
| 14 | 0 | -3 | 97 | 3 | 0 |
| 15 | -1 | x | 97 | -5 | -2 |

Continued; it opens with the seven that closed the last part.
| No. | molecule | aDG glyco act | NOD2 RIPK2 PPI | TLR9-MyD88 inh | MC4R ag barr | Glyco luc inh |
| --- | --- | --- | --- | --- | --- | --- |
| 9 | CCC(=O)O/N=C(\N)c1ccc(Oc2cc(C)c(Cl)c(C)c2)c([N+](=O)[O-])c1 | 0.0 | -12 | 0 | -1.7 | -4 |
| 10 | CCC(=O)N(Cc1cc2cc(OC)ccc2[nH]c1=O)c1ccc(C)cc1 | 0.7 | -19 | 2 | 1.4 | 1 |
| 11 | CC1CCCCN1CCCNC(=O)c1ccc2c(c1)NC(=O)CN2C (stereo not given) | -0.7 | 6 | -91 | -0.2 | 0 |
| 12 | CCn1cc(S(=O)(=O)Nc2cc(C)ccc2F)cn1 | -0.3 | 3 | -6 | -1.3 | 5 |
| 13 | COCCn1c(C)cc(C(=O)CSc2nc3ccccc3c(=O)[nH]2)c1C | 2.2 | 0 | 2 | -1.1 | -6 |
| 14 | CCN(CC)CCN1C(=O)C2C(C(=O)Nc3cccc(C)c3)C3C=CC2(O3)C1C(=O)NC1CCCC(C)C1C (stereo not given) | -0.1 | 4 | -3 | 0.5 | -3 |
| 15 | CCOC(=O)c1cc(C)sc1NC(=S)Nc1ccccc1 | -0.1 | 2 | 1 | 4.0 | 0 |
| 16 | NNC(=S)NCCc1ccccc1 | 0.7 | 2 | 16 | 2.7 | -1 |
| 17 | O=C(NCC(=O)N1CCCCCCC1)c1ccccc1Cl | 0.2 | -2 | 3 | -1.8 | -1 |
| 18 | CCC1C(=O)N(c2nc(C)cc(C)n2)N=C1C (stereo not given) | 0.0 | -1 | 10 | -1.8 | 1 |
| 19 | COC(=O)c1nn(-c2ccccc2)c(=O)cc1Oc1ccc(Cl)cc1 | -0.2 | 3 | 2 | -1.0 | 1 |
| 20 | O=C(COc1cccc2cccnc12)N/N=C/c1cccn1-c1ccc(F)cc1 | -0.1 | -8 | -3 | -0.5 | 0 |
| 21 | CCOC(=O)N1CCN(S(=O)(=O)N2CCCC(C(=O)NCCc3ccc(Cl)cc3)C2)CC1 (stereo not given) | 0.4 | 2 | 15 | -1.1 | -2 |
| 22 | O=C(Nc1cccc(N=Cc2cc(Cl)cc(Br)c2O)c1)c1ccco1 | -0.2 | 9 | 5 | 1.7 | 2 |
| 23 | CC1CCC(NC(=O)Cn2c(=O)[nH]c3ccsc3c2=O)CC1 (stereo not given) | 0.5 | -4 | 6 | -0.9 | 0 |
| 24 | COc1cccc(-c2nc(-c3ccncc3)no2)c1 | 0.2 | -4 | -2 | -1.0 | -4 |
| 25 | O=C(CN(C(=O)CNS(=O)(=O)c1ccc(F)cc1)c1ccc(F)cc1)NCc1ccco1 | -0.1 | -5 | 3 | 0.2 | 4 |
| 26 | Cc1ccc(C)c(N2CCN(C(=O)CCc3nc(-c4cccc(F)c4)no3)CC2)c1 | 0.0 | 5 | -4 | 1.4 | 0 |
| 27 | CN(C)/C=C1\C(=O)N(c2ccc(F)cc2F)C(c2cccnc2)S1(=O)=O (stereo not given) | 0.0 | -4 | 5 | 0.0 | 1 |

| No. | Granule exo inh | Vif inh | ABCB6 inh 2 | ABHD5-PLIN5 inh | MC4R antagonist |
| --- | --- | --- | --- | --- | --- |
| 9 | -2 | 0 | 94 | -2 | 0 |
| 10 | 0 | 5 | 98 | 2 | -3 |
| 11 | 6 | x | 98 | 10 | -6 |
| 12 | -1 | 4 | 95 | 3 | 6 |
| 13 | -3 | -10 | 98 | -1 | 1 |
| 14 | 0 | -3 | 97 | 3 | 0 |
| 15 | -1 | x | 97 | -5 | -2 |
| 16 | -2 | 3 | 101 | 0 | 1 |
| 17 | -4 | 1 | 100 | -13 | 25 |
| 18 | 1 | 17 | 102 | -1 | 3 |
| 19 | -2 | -5 | 102 | 8 | 4 |
| 20 | 2 | 2 | 100 | -2 | 9 |
| 21 | 0 | -3 | 97 | 4 | 2 |
| 22 | 5 | -1 | 94 | 3 | -5 |
| 23 | -9 | -16 | 100 | 5 | -3 |
| 24 | 5 | -9 | 93 | -3 | 17 |
| 25 | 16 | 31 | 98 | 3 | 20 |
| 26 | -1 | x | 100 | -7 | -12 |
| 27 | 2 | 11 | 103 | 5 | 3 |
